Assay outcomes as filed in PubChem.
CIT2-GFP yeast: alters CIT2-GFP fluorescence in TOR pathway yeast screen; S. cerevisiae CIT2-GFP strain, flow cytometry, 3 h; 100 means same as DMSO wells; GFP response vs DMSO, % at 10 µM; hit rate 0.065% among 320,000; AID 2029;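 active = GFP response relative to DMSO above a set limit, near the screen mean plus 3 SD, cut at about 150% in these data; inconclusive = Fewer than 70 cells measured for a yeast strain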;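 note: ratio of well median GFP fluorescence to mean of DMSO wells on the plate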
Efflux pump inh: blocks antifungal efflux pumps in multiplex yeast assay; S. cerevisiae Candida pump triplex, Nile Red efflux; AID 485275; hit rate 0.44% among 330,000; inhibition, % at 10 µM;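 active = plate passing quality check with inhibition over a set limit, or well fluorescence over plate mean plus 4 SD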;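 note: Nile Red retained in pooled yeast measured as flow cytometry median fluorescence; 0% = buffer negative control and 100% = Enniatin B positive control; higher means more Nile Red kept so more efflux inhibition; some compounds called inactive have numbers as strong as hits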
MEP2 TOR yeast: yeast TOR pathway MEP2-GFP modulation; S. cerevisiae MEP2-GFP strain, flow cytometry GFP, 3 h; 100% = DMSO control level; GFP response vs DMSO, % at 10 µM; hit rate 0.51% among 330,000; AID 2016;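 active = GFP response versus DMSO above a set limit, roughly screen mean plus 3 SD, cut at about 180% in these data; inconclusive = fewer than 70 cells counted for a yeast strain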;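 note: median GFP fluorescence of the barcode-gated MEP2-GFP cells per well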
LAP4 TOR yeast: yeast TOR pathway LAP4-GFP modulation; S. cerevisiae LAP4-GFP multiplex, flow cytometry GFP, 3 h; median GFP as percent of DMSO wells; GFP response vs DMSO, % at 10 µM; hit rate 0.34% among 320,000;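 active = GFP response vs DMSO above a set limit, about the screen mean plus 3 SD, cut at about 150% in these data; inconclusive = under 70 cell events counted for the yeast strain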
RPL19A-GFP yeast: yeast TOR pathway RPL19A-GFP modulation | S. cerevisiae RPL19A-GFP strain, flow cytometry, 3 h; hits give low values | percent response vs DMSO, % at 10 µM | hit rate 0.3% among 330,000;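 active = percent response vs DMSO below 50%; inconclusive = fewer than 70 events counted for the yeast strain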;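 note: median channel GFP fluorescence of the barcoded RPL19A-GFP strain; ratio of sample median GFP to plate DMSO average so 100% = DMSO; lower means less RPL19A-GFP as with rapamycin TOR inhibition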
AHR activator: activators of human aryl hydrocarbon receptor; P35869; AHR-responsive luciferase reporter cells, luminescence; activation, % at 5 µM; hit rate 2.5% among 320,000; AID 2796; in the data active = activation above about 47%;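 note: 0% = vehicle wells and 100% = reference agonist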
Target sequence (P35869 whole entry, looked up): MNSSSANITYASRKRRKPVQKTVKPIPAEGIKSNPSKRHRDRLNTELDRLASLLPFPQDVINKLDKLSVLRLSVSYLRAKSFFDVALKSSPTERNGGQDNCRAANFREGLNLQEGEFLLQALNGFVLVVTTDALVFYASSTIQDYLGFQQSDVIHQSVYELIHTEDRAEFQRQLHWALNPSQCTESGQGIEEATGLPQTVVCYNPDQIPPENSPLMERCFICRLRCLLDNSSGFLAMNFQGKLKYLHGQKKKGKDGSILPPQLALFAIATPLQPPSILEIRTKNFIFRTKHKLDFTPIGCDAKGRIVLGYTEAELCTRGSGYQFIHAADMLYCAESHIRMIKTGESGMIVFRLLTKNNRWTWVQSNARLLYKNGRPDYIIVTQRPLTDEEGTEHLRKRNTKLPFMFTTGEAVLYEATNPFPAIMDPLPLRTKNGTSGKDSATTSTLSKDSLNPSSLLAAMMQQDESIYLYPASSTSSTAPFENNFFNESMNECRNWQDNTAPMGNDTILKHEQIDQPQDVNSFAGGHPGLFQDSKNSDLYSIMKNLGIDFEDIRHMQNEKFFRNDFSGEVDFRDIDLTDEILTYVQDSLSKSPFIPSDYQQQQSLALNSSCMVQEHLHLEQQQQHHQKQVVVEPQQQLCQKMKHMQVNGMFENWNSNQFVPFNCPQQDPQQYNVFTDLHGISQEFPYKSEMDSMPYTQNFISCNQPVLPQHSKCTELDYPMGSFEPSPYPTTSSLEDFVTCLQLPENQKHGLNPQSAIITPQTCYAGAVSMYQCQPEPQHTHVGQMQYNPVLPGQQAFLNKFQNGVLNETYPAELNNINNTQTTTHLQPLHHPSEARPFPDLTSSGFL
AGP1 TOR yeast: yeast TOR pathway AGP1-GFP modulation | hit rate 0.02% among 320,000 | GFP response vs DMSO, % at 10 µM | S. cerevisiae AGP1-GFP multiplex flow cytometry, 3 h; GFP as percent of DMSO wells;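 active = GFP response relative to DMSO above a set limit, near screen average plus 3 SD, cut at about 150% in these data; inconclusive = fewer than 70 cells counted for the yeast strain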;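 note: median GFP channel fluorescence of the gated AGP1 strain per well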
CR mimetic SO: caloric restriction mimetics inhibiting age-related superoxide in yeast; AID 2690; superoxide response (% of plate mean), % at 10 µM; S. cerevisiae aged cells, superoxide DHE fluorescence; hits give low values; hit rate 0.18% among 330,000;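 active = superoxide response under a set limit, about three screen SD below normal, cut at about 65% in these data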;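 note: yeast aged for seven days with compound at 30 °C before DHE staining; 100% = average MFI of all compound-treated wells on the plate with controls excluded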
* marks the source's active call; other numbers are inactive results; ? = inconclusive; / = no result given.

Each structure is followed by: CIT2-GFP yeast	Efflux pump inh	MEP2 TOR yeast	LAP4 TOR yeast	RPL19A-GFP yeast	AHR activator	AGP1 TOR yeast	CR mimetic SO
- COc1cccc(N2CCN(C(=O)c3ccc(CS(=O)c4ccc(Cl)cc4)o3)CC2)c1 (configuration not stated)
  98	-0.1	105	94	95	2	95	97
- Cc1ccccc1NC(=O)COC(=O)C1C2CC3OC(=O)C1C3C2 (configuration not stated)
  101	-0.1	104	102	101	0	102	99
- COC(=O)CSc1nnc(-c2cccnc2)n1C
  98	-0.1	99	100	99	0	105	95
- O=c1c(Cl)c(NS(=O)(=O)c2ccccc2)cnn1-c1ccccc1
  104	0.1	108	103	105	1	97	109
- O=C(/C=C/c1ccc(Br)cc1)NC(=S)N1CCOCC1
  110	-0.1	95	103	95	8	106	101
- Cc1ccc(/C=C2/NC(=O)N(Cc3ccccc3F)C2=O)s1
  105	-0.3	128	108	102	16	95	78
- Cc1ccc(CSc2nnc(-c3cccc(S(=O)(=O)N4CCOCC4)c3)n2C2CCCC2)cc1
  98	-0.1	93	89	104	-2	99	103
- O=C(O)Cn1nnc(-c2ccc(OCc3ccccc3Cl)cc2)n1
  96	-0.2	102	110	102	1	98	98
- O=C(COC(=O)CNC(=O)c1ccccc1F)NC12CC3CC(CC(C3)C1)C2
  103	-0.1	100	105	102	-1	106	99
- CCOCc1nnc(NC(=O)c2ccc(OC)cc2)s1
  104	-0.1	97	97	103	15	98	105
- Cc1cc(NC(=O)C(C)SCC(=O)N(C)CC(=O)Nc2ccccc2Br)no1 (configuration not stated)
  105	-0.1	120	103	108	2	115	93
- COc1cc(O)c(C(CC(=O)N2CCCC2)c2ccc3c(c2)OCO3)c(OC)c1 (configuration not stated)
  91	0.0	98	95	95	0	96	91
- CCCCc1sc(-c2c(C#N)c(N)nc3c2CCCCC3)cc1[N+](=O)[O-]
  64	-0.1	93	94	110	2	75	106
- CC1(c2ccc([N+](=O)[O-])cc2)Nc2ccccc2S1 (configuration not stated)
  88	-0.1	100	109	95	19	89	82
- Cc1ccnc(N(C(=O)Nc2ccccc2)C2=NCC(C)(C)S2)c1
  92	0.0	94	100	94	7	101	107
- O=C(CC12CC3CC(CC(C3)C1)C2)N1CCN(S(=O)(=O)c2cccs2)CC1
  102	0.0	94	84	102	-2	93	98
- CC(=O)Oc1ccc(C(=O)[C@H]2[C@H]3C(=O)N(c4ccc(C)cc4)C(=O)[C@H]3[C@@H]3C=CC=NN32)cc1
  113	0.1	130	106	107	26	101	98
- COc1ccc(C(=O)N2CCSC2=S)cc1OC
  103	-0.2	100	108	103	-1	107	94
- COc1cccc(CNc2ccccn2)c1O
  111	0.0	108	101	101	0	102	101
- O=C(COC(=O)C1c2ccccc2Oc2ccccc21)Nc1ccc2c(c1)OCO2
  79	0.1	93	85	89	-1	84	110

For reference, part of the list above.
Each structure is followed by: CIT2-GFP yeast	Efflux pump inh	MEP2 TOR yeast	LAP4 TOR yeast	RPL19A-GFP yeast	AHR activator	AGP1 TOR yeast	CR mimetic SO
- COc1ccc(C(=O)N2CCSC2=S)cc1OC
  103	-0.2	100	108	103	-1	107	94
- COc1cccc(CNc2ccccn2)c1O
  111	0.0	108	101	101	0	102	101
- O=C(COC(=O)C1c2ccccc2Oc2ccccc21)Nc1ccc2c(c1)OCO2
  79	0.1	93	85	89	-1	84	110

New compounds follow
Each structure is followed by: CIT2-GFP yeast	Efflux pump inh	MEP2 TOR yeast	LAP4 TOR yeast	RPL19A-GFP yeast	AHR activator	AGP1 TOR yeast	CR mimetic SO
- CCn1c(SCC(=O)Nc2cccc(OC)c2)nc2c(c1=O)SCC2
  104	0.0	106	103	100	2	103	83
- O=C(Cn1ccsc1=NC(=O)c1ccco1)c1ccccc1
  107	-0.1	100	98	102	3	108	99
- CCC(=O)c1ccc(OCC(=O)N2CCN(c3ccccn3)CC2)cc1
  102	3.1	107	85	106	0	93	86
- COC(=O)c1c(NC(=O)CSc2nncs2)sc2c1CCCCC2
  90	0.0	100	100	96	0	99	127
- Cn1c(=O)c2c(nc(CN3CCN(C(=O)c4ccco4)CC3)n2CCCc2ccccc2)n(C)c1=O
  86	0.0	93	96	90	0	91	99
- CCOC(=O)C1(CC2CC2)CCN(Cc2ccc(C(=O)OC)cc2)CC1
  102	0.1	101	101	99	0	102	118
- O=C(COC(=O)c1cccs1)NC12CC3CC(CC(C3)C1)C2
  98	0.0	104	101	102	-4	100	94
- Cc1ccccc1NC(=O)NC1CCCCCCC1
  95	4.8	99	99	97	13	98	99
- O=C(CCc1ccc(S(=O)(=O)N2CCOCC2)cc1)OCC(=O)c1ccccc1
  100	0.1	108	102	97	0	100	103
- CCc1ccc(CN(C)C(C)C(=O)NCc2ccccc2)cc1 (configuration not stated)
  102	0.0	106	95	100	/	96	93
- COc1cc2c(cc1OC)C(C)N(C(=O)c1cc(Cl)nc(Cl)c1)CC2 (configuration not stated)
  104	-0.1	111	105	102	2	100	108
- Cc1ccc(S(=O)(=O)N(C)C)cc1NC(=O)COc1ccc(-c2nnco2)cc1
  101	0.1	105	99	97	5	101	110
- O=C(CNC(=O)c1cccc(F)c1)OCCOc1cccc(Cl)c1
  89	0.1	101	118	98	0	102	113
- O=C(Cn1c(CO)nc2ccccc21)Nc1cc(C(F)(F)F)ccc1N1CCOCC1
  98	-0.1	116	93	97	13	105	89
- COC(=O)C1CC(c2ccc(Cl)cc2)=NO1 (configuration not stated)
  98	0.0	104	94	103	1	106	109
- CCCc1nnc(NC(=O)CCC(=O)Nc2ccc(Br)cc2)s1
  101	0.0	101	107	105	1	114	120
- Fc1ccc(-c2csc(N3CCOCC3)n2)cc1
  108	-0.2	101	108	102	-5	107	115
- FC(F)(F)c1cc(C(F)(F)F)n2nc(-c3sccc3-n3cccc3)cc2n1
  100	0.0	108	104	108	10	107	97
- CC(C)C(NC(=O)c1ccccc1)C(=O)OCC(=O)N1CCCCC1 (configuration not stated)
  83	-0.1	94	97	96	-1	96	103
- C/C(=N\NC(=O)c1ccc(O)cc1)c1cc2ccccc2o1
  108	0.1	119	96	103	-1	100	97
- O=C(NCc1ccc2c(c1)OCO2)c1ccccc1
  89	0.1	102	108	99	3	100	100
- O=c1c2ccccc2[nH]c(=S)n1CCCN1CCN(C2CCCCC2)CC1
  99	0.0	101	106	104	5	102	103
- COc1ccc(C(=O)COC(=O)[C@H](C)Nc2ccc(C(F)(F)F)cc2[N+](=O)[O-])c(OC)c1
  99	0.1	100	101	105	2	110	103
- O=C(/C=C\c1ccco1)Nc1nc(-c2ccc3ccccc3c2)cs1
  104	-0.1	103	97	106	-2	104	104
- COCCN1CCN(Cc2cn(C)nc2-c2ccc(Oc3ccccc3)cc2)CC1
  96	0.0	92	98	93	0	99	107
- O=C(OCC(=O)c1ccc[nH]1)c1cncc(Br)c1
  93	-0.2	95	94	92	2	91	98
- COC(=O)C(CC(=O)c1ccc(Br)cc1)n1cccn1 (configuration not stated)
  107	0.1	108	101	104	-2	109	93
- O=C1C=C(c2ccc(Cl)cc2)OC2(CCCC2)O1
  86	0.0	105	113	94	2	93	108
- COCCSc1nc(N)c(NC(=O)c2ccco2)c(=O)[nH]1
  95	-0.1	102	106	99	-2	100	99
- O=C(CN1C(=O)c2ccccc2S1(=O)=O)NCc1cccs1
  99	-0.6	95	86	97	-2	96	87
- CC(=NCCc1c(C)[nH]c2ccc(C)cc12)C1=C(O)CC(c2ccccc2)CC1=O (configuration not stated)
  84	0.0	91	93	100	0	93	87
- Cc1cc(C)c2c(=O)n(CC(=O)Nc3ccc(Br)c(C)c3)sc2n1
  91	-0.1	100	135	105	8	99	79
- Cc1cc(C)cc(Nc2ccc3nonc3c2[N+](=O)[O-])c1
  84	0.0	90	106	89	-2	93	110
- COc1ccc(S(=O)(=O)Nc2cc3c4c(oc3c3ccccc23)CC(C)(C)CC4=O)cc1
  95	0.4	93	89	98	38	100	95
- Cc1ccc(NC(=O)c2cc(=O)n(Cc3ccccc3)c(=O)[nH]2)cc1C
  110	-0.2	96	95	103	13	102	95
- Cc1ccc(C)c(N2C(=O)CC(N3CCN(Cc4ccc5c(c4)OCO5)CC3)C2=O)c1 (configuration not stated)
  96	0.1	97	99	97	-6	99	89
- COc1ccccc1C1=CC(=O)C[C@H](c2ccc(Cl)cc2)C1
  ?	-0.1	?	?	?	2	?	103
- Cc1nn(C)c(C)c1Nc1ccc(N2C(=O)C3CC=CCC3C2=O)cc1[N+](=O)[O-] (configuration not stated)
  92	-0.2	100	102	92	-1	95	85
- O=C(CCC(=O)Nc1ccccc1Cl)NNC(=O)COc1ccc([N+](=O)[O-])cc1
  101	-0.1	105	110	109	-1	105	106
- Cc1ccc(OCC(O)Cn2c3ccccc3c3ccccc32)cc1 (configuration not stated)
  101	0.0	100	106	98	3	99	100

Full records, quoted from the list. Screens in order: CIT2-GFP yeast	Efflux pump inh	MEP2 TOR yeast	LAP4 TOR yeast	RPL19A-GFP yeast	AHR activator	AGP1 TOR yeast	CR mimetic SO
`Cc1cc(C)cc(Nc2ccc3nonc3c2[N+](=O)[O-])c1` is listed with 84	0.0	90	106	89	-2	93	110
`Cc1nn(C)c(C)c1Nc1ccc(N2C(=O)C3CC=CCC3C2=O)cc1[N+](=O)[O-]` (configuration not stated) is listed with 92	-0.2	100	102	92	-1	95	85

(more compounds)
Each structure is followed by: CIT2-GFP yeast	Efflux pump inh	MEP2 TOR yeast	LAP4 TOR yeast	RPL19A-GFP yeast	AHR activator	AGP1 TOR yeast	CR mimetic SO
- CCc1ccc2oc(C(=O)NCCc3ccc(S(N)(=O)=O)cc3)cc(=O)c2c1
  99	-0.1	99	98	103	1	94	107
- CC(=O)N1C(=O)CC(C)N(C(C)=O)c2ccc([N+](=O)[O-])cc21 (configuration not stated)
  99	0.0	97	98	103	2	101	108
- COc1ccc(CCNC(=O)CSc2ncc(C(=O)Nc3ccccc3)c(=O)n2C)cc1
  108	0.2	101	109	98	8	105	107
- Cc1cc(O)c(NC(=O)c2ccco2)cc1C
  98	0.1	109	107	99	10	102	94
- O=C(Cn1c(=O)n(Cc2ccc(F)cc2)c(=O)c2ccccc21)NCC1CCCO1 (configuration not stated)
  110	-0.1	106	93	108	2	101	107
- CCN1CCN(c2ccc(S(=O)(=O)N3CCCCC3)cc2NC(=O)Cc2ccc(OC)cc2)CC1
  87	0.1	80	82	95	2	95	94
- COc1ccc(C(=O)OCc2cc(=O)n3c(C)csc3n2)cc1F
  95	-0.3	96	108	93	0	88	89
- Cc1c(Br)ccc(NC(=O)COc2ccccc2C(N)=O)c1C
  105	-0.1	112	98	100	-2	109	82
- CCOC(=O)c1c(-c2ccc(C)o2)csc1NC(=O)CSc1nnnn1-c1ccccc1
  97	0.0	91	95	94	1	88	94

Ordered by value in Efflux pump inh (smallest number first): six of the compounds above.
SMILES	CIT2-GFP yeast	Efflux pump inh	MEP2 TOR yeast	LAP4 TOR yeast	RPL19A-GFP yeast	AHR activator	AGP1 TOR yeast
Cc1ccc(/C=C2/NC(=O)N(Cc3ccccc3F)C2=O)s1	105	-0.3	128	108	102	16	95
O=C(O)Cn1nnc(-c2ccc(OCc3ccccc3Cl)cc2)n1	96	-0.2	102	110	102	1	98
O=C(Cn1ccsc1=NC(=O)c1ccco1)c1ccccc1	107	-0.1	100	98	102	3	108
COc1cc(O)c(C(CC(=O)N2CCCC2)c2ccc3c(c2)OCO3)c(OC)c1 (configuration not stated)	91	0.0	98	95	95	0	96
Cc1cc(O)c(NC(=O)c2ccco2)cc1C	98	0.1	109	107	99	10	102
Cc1ccccc1NC(=O)NC1CCCCCCC1	95	4.8	99	99	97	13	98

Rows are unselected, and some 3.9% of all compounds hit somewhere here.
